Screens: PubChem, several laboratories
MC4R ag barr: activates human MC4R beta-arrestin recruitment | U2OS MC4R beta-arrestin complementation, luminescence; percent of melanotan II response, DMSO zero | activation, % at 8.9 µM | hit rate 0.98% among 360,000;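 active = activation above a per-plate cutoff, the mean activation of sample wells on that plate plus 3 SD, cut at about 8% in these data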
MC4R antagonist: human MC4R antagonism in cAMP assay; P32245; MC4R-expressing cells, MTII-stimulated cAMP, LANCE TR-FRET; inhibition, % at 6.5 µM; hit rate 0.48% among 360,000;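 active = inhibition above its plate's cutoff, the mean of tested wells on that plate plus 3 SD, cut at about 29% in these data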;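 note: 0% = Melanotan II alone and 100% = Melanotan II plus saturating MCL0020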
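System: U2OS-MC4R stable cell line; Technique: Eu-cAMP/anti-cAMP TR-FRET, emission 671 nm; Repeats: single well per compound; Also added: Melanotan II; Dosing: one concentration, 6.5 µM nominal; Schedule: 30-min compound, 1-h challenge, 1-h detection, room temperature.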
HTR2A ag: mouse HTR2A agonism via beta-arrestin recruitment; P35363; CHO-K1 mHTR2A beta-arrestin complementation, luminescence; percent of 30 µM serotonin response; activation, % at 7.6 µM; hit rate 0.66% among 360,000; AID 624169;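 active = activation above a run cutoff, the mean activation of all tested compounds plus 3 SD, cut at about 14% in these data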;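 note: 0% = plate median of compound wells and 100% = 30 µM serotonin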
Cardio protect: protects H9c2 cardiomyocytes from peroxide injury | hit rate 0.63% among 360,000 | AID 588492 | H2O2 injury protection, ATPLite, 2 h | protection from H2O2 cell death, % at 20 µM;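 active = compounds giving at least 50% protection of heart cells from peroxide-induced death in the single-dose screen, raw or plate-pattern-corrected value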;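 note: 0% = DMSO wells with peroxide and 100% = DMSO wells without peroxide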
aDG glyco up: increases alpha dystroglycan glycosylation. Pro5-aDG cells, alpha-DG glycosylation AlphaScreen (IIH6); 0% Pro5, 100% B10-LARGE cell signal. activation, % at 10 µM. hit rate 0.22% among 360,000. AID 624168;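 active = activation of at least 8% versus controls, or a plate z-score of at least 8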;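 note: Pro5 are CHO cells carrying HIG-tagged alpha-DG that lacks glycosylation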
ABHD5 PLIN5 PPI: inhibitors of human ABHD5-perilipin-5 interaction. Q00G26+Q8WTS1. Split G. princeps luciferase complementation, luminescence, 4 h. inhibition, % at 4 µM. hit rate 0.78% among 360,000;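 active = inhibition above the mean inhibition across every tested compound plus 3 SD, cut at about 22% in these data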;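 note: 0% = DMSO only wells and the 100% control is not disclosed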
Target sequence (Q00G26 whole entry, looked up): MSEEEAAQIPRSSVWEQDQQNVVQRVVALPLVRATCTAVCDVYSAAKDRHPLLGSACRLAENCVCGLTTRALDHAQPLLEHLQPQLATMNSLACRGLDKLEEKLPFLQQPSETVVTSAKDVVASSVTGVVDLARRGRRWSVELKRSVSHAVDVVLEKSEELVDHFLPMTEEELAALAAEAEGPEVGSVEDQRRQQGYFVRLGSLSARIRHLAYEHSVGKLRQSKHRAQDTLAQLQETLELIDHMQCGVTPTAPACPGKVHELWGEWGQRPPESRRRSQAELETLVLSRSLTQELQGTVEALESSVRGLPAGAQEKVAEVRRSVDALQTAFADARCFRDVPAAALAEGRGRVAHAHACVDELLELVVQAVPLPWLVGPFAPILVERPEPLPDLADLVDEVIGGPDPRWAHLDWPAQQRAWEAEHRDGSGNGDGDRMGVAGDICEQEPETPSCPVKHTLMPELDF
Target sequence (Q8WTS1 whole entry, looked up): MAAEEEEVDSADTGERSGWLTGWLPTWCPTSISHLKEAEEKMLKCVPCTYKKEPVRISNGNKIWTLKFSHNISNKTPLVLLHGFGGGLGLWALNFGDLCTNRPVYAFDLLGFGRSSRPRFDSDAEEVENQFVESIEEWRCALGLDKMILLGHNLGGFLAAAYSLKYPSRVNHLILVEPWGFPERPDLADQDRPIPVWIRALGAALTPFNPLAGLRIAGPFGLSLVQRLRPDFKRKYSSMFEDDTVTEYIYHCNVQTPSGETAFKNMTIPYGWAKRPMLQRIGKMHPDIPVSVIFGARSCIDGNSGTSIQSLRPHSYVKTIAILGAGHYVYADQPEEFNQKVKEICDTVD
Glyco luc inh: N-linked glycosylation inhibition. hit rate 0.23% among 360,000. D54 ERlucT glycosylation luciferase reporter, 24 h; percent of 100 nM tunicamycin response. reporter increase, % at 12.5 µM;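 active = mean luciferase reporter signal, scaled so untreated is 0 and the glycosylation-blocking control 100, at or above a set limit in every replicate; inconclusive = mean reaches the limit but not every replicate does; inactive = mean below the limit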;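 note: luciferase carries N-glycosylation sites so blocking glycosylation raises the light; 0% = median of neutral control wells and 100% = median of 100 nM tunicamycin wells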
Exocytosis inh: blocks lytic granule exocytosis. inhibition, % at 10 µM. hit rate 0.66% among 360,000. TALL-104 LAMP-1 surface exposure, flow cytometry; cells stimulated with thapsigargin and PMA;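 active = inhibition above about 55%, limit read from the data; inconclusive = no clear call, values can overlap the other calls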
ABCB6 inh MLPCN: human ABCB6 transporter inhibition; Q9NP58; K562-ABCB6 porphyrin accumulation, flow cytometry, 1 h; hits give low values; fluorescence ratio to DMSO, % at 10 µM; hit rate 0.19% among 360,000;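 active = fluorescence ratio to DMSO below 75%, the collection mean minus 3 SD; inconclusive = too few cells collected in the well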;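 note: signal is porphyrin accumulated inside mitochondria; 100% equals median channel fluorescence of DMSO control wells; lower ratio means ABCB6 inhibition with less porphyrin fluorescence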
hiPSC survival: increases survival of single human iPS cells; hiPSC single-cell survival, ATPlite luminescence; 100% = ROCK inhibitor wells, 0% = DMSO; survival enhancement, % at 20 µM; hit rate 0.044% among 360,000; AID 602274; in the data active = survival enhancement above about 18%;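 note: cells exposed to compounds for 16 hours before the ATP read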
Numbers without * were called inactive; ? = inconclusive; · = not tested or not shown. Hits appear at their usual frequency. About 4.5% of those tested had a hit in this group.

smiles | HTR2A ag | aDG glyco up | MC4R ag barr | Exocytosis inh | Cardio protect | ABHD5 PLIN5 PPI | Glyco luc inh | ABCB6 inh MLPCN | hiPSC survival | MC4R antagonist
c1ccc(N2CCN(c3nc(-c4cccs4)nc4ccccc34)CC2)cc1 | 1.3 | -0.3 | -1.8 | 0.3 | 12.6 | -7.5 | -2.5 | 103.0 | -1.1 | 17.9
O=C(Nc1cccc(Br)c1)Oc1cccc2cccnc12 | -8.0 | 0.0 | · | 4.2 | -14.8 | 1.5 | 0.4 | 99.0 | 0.0 | ·
CCOc1ccc(C(=O)Nc2nncs2)cc1OCC | 7.4 | -0.1 | 2.4 | -1.5 | 5.6 | -3.9 | 2.3 | 99.0 | -0.5 | -0.6
O=C(CCN1C(=O)c2ccccc2S1(=O)=O)N1CCN(c2cccc(Cl)c2)CC1 | -3.5 | -0.3 | -3.1 | -0.4 | -0.1 | -4.3 | -2.5 | ? | -0.6 | 6.8
CC(C)(C)NC(=O)CN(C(=O)CS(=O)CC(=O)Nc1ccc(F)cc1)c1ccc(F)c(Cl)c1 (stereo not drawn) | 7.0 | 0.0 | -1.4 | -0.6 | -1.3 | -4.0 | 4.9 | 102.0 | -1.3 | 14.0
COc1ccc(NC(=O)CN(C)C(=O)CNC(=O)c2sc3ccccc3c2Cl)cc1 | -2.8 | -0.3 | -1.7 | -1.0 | -10.7 | 8.8 | 1.0 | 96.0 | -0.3 | -2.6
CC(C)(C)NC(=S)N/N=C/c1cccnc1 | 2.8 | 0.0 | -1.6 | -3.7 | 10.7 | -18.9 | 0.0 | 96.0 | -0.4 | 4.3
CC(C)N(Cc1ccccc1)C(=O)COC(=O)c1ccc(S(=O)(=O)N2CCOCC2)cc1 | 3.7 | 0.1 | -1.3 | 10.4 | -3.0 | 4.2 | 1.1 | 98.0 | -0.2 | 15.1
CCN(CC)c1ccc(NC(=O)Nc2ccccc2C(F)(F)F)cc1 | -1.6 | 0.0 | 3.7 | -3.2 | -10.4 | -0.4 | 0.3 | 116.0 | -1.4 | 5.5
Oc1ccccc1C1=Nc2ccccc2N=C(c2ccco2)C1 | -6.1 | 0.1 | 8.5* | 0.5 | 3.4 | -0.9 | -3.3 | 101.0 | 2.1 | 1.1
CC(=O)c1cc(F)c(N2CCN(C(=O)Cc3ccccc3)CC2)cc1C | 4.5 | 0.7 | 0.1 | -0.4 | -26.0 | 0.8 | -1.8 | 92.0 | 8.1 | 10.1
CCn1c2ccccc2c2cc(NC(=O)CNCc3ccccc3OC)ccc21 | -7.2 | 0.0 | 0.0 | 21.2 | -3.3 | 6.2 | 29.3* | 102.0 | -0.6 | -11.2
CC1(C#CC[N+]2(C)CCCCC2)CCC2C(O1)c1ccccc1OC2(C)C (stereo not drawn) | 0.8 | 0.2 | -0.4 | -5.2 | 11.2 | -0.2 | -0.2 | 100.0 | 4.3 | 16.8
Cc1ccc2c(C)c(C(=O)Nc3c(C)n(C)n(-c4ccccc4)c3=O)oc2c1 | 2.3 | 0.3 | 1.3 | -1.9 | -6.8 | -2.5 | 4.0 | 96.0 | 0.7 | 1.1
CCOc1ccc(-c2c(C(=O)N/N=C/c3ccoc3)nnn2-c2nonc2N)cc1 | -3.2 | 0.0 | -0.9 | 0.0 | 3.4 | -3.2 | -1.9 | 78.0 | -0.7 | 1.7
COc1ccccc1NC(=O)C1Cc2ccccc2CN1C(=O)c1ccco1 (stereo not drawn) | -7.6 | 0.1 | -2.3 | 5.5 | -0.6 | -2.5 | 2.1 | 98.0 | 0.4 | -5.0
O=C(/C=C/c1ccc(F)cc1)NC(Cc1c[nH]c2ccccc12)C(=O)O (stereo not drawn) | 4.5 | -0.2 | 1.7 | -2.6 | 5.3 | -0.6 | 0.9 | 86.0 | -0.6 | 27.8
CN(C(=O)Cn1c(=O)oc2ccccc21)C1CCCCC1 | -2.9 | -0.1 | 1.2 | 1.2 | 8.6 | -4.2 | -0.3 | 95.0 | -2.1 | 1.3
NS(=O)(=O)c1cccc(NC(=O)CCS(=O)(=O)c2ccc(Cl)cc2)c1 | 2.9 | -0.1 | -1.2 | -0.1 | -0.4 | -7.6 | 1.4 | 98.0 | -0.8 | 23.5
Cc1ccc(NS(=O)(=O)c2ccc(-c3ccc(=O)[nH]n3)o2)cc1N(C)C | 2.6 | 0.0 | -1.9 | 2.0 | 1.1 | -1.6 | -1.0 | 103.0 | 0.1 | 2.8
Cc1cc(=O)oc2cc(OC(C)C(=O)N3CCCc4ccccc43)ccc12 (stereo not drawn) | -5.3 | 0.0 | 0.7 | -1.6 | 32.5 | -1.9 | -2.9 | 99.0 | -1.3 | -3.0
COc1ccc(-c2noc(-c3ccccc3Cl)n2)cc1OC | -1.4 | 0.0 | 1.5 | -1.5 | -5.4 | 2.1 | -3.5 | 93.0 | -2.2 | -0.2
N#Cc1cc(-c2ccccc2)oc1/N=C/c1ccccc1O | 0.8 | 0.1 | 0.0 | 2.5 | -0.3 | -8.1 | -0.5 | 94.0 | -1.8 | -0.3
CCCc1nc2c([nH]1)c(=O)n(C)c(=O)n2C | 2.7 | 0.0 | -0.9 | -9.1 | 4.5 | -1.3 | 6.7 | 106.0 | -0.5 | -2.1
COc1ccccc1-c1cn[nH]c1-c1ccc(OCc2ccc([N+](=O)[O-])cc2)cc1O | -0.5 | 0.2 | 15.3* | -1.3 | -2.1 | -11.3 | -2.3 | 111.0 | -0.7 | 8.8
CCc1ccc(/C=C2\SC(=S)N(CCCC(=O)NC3=NCCS3)C2=O)cc1 | 4.9 | 0.0 | -1.6 | -12.0 | -14.8 | 8.7 | -4.3 | 100.0 | 5.8 | -4.7
O=C(c1cn(-c2ccccc2)nc1-c1cccs1)N1CCOCC1 | 0.1 | 0.1 | -1.9 | -9.6 | -0.6 | 6.2 | 0.8 | 89.0 | 1.6 | 3.7
CC1CCCN(C(=O)COc2ccc(Nc3ccccc3)cc2)C1 (stereo not drawn) | -4.3 | -0.4 | 0.9 | -3.2 | -2.4 | -1.7 | -1.5 | 99.0 | -0.2 | 2.7
CC1CCN(C(=S)c2ccc3c(c2)OCO3)CC1 | 4.9 | 0.0 | -2.3 | 1.1 | -5.1 | 0.7 | 0.5 | 98.0 | -1.2 | 2.2
OCC[C@H]1NCc2cc(CO)cc(-c3ccccc3)c21 | -6.3 | 0.3 | -2.0 | -0.9 | 4.0 | -2.6 | 0.7 | 100.0 | 1.6 | 5.1
OC1CCN(Cc2cccc(Oc3ccccc3)c2)CC1 | -4.2 | -0.1 | -1.2 | -4.4 | 5.8 | -6.5 | -0.5 | 100.0 | 7.3 | 14.4
COC(=O)c1ccc(C2C(C(C)=O)=C(C)Nc3ncnn32)cc1 (stereo not drawn) | 2.8 | 0.0 | 0.1 | 7.1 | 5.8 | -5.0 | 7.8 | 102.0 | 2.6 | -2.0
O=C(Nc1ccc(C(=O)O)cc1)/C(=C\C=C\c1ccccc1)NC(=O)c1ccc(Br)cc1 | 3.6 | 0.6 | -3.0 | -1.8 | -6.9 | 6.3 | -0.7 | 99.0 | 1.0 | -11.5
Cc1nc(Nc2nc3ccccc3o2)nc(C)c1C(=O)Nc1ccc(F)cc1 | -0.6 | 0.0 | -3.3 | 2.0 | -0.1 | 5.2 | 3.9 | 100.0 | 5.6 | 2.2
O=C(CSc1cccc[n+]1[O-])C12CC3CC(CC(C3)C1)C2 | -3.5 | 0.2 | -1.1 | 1.1 | -5.5 | -4.6 | 1.7 | 88.0 | -0.6 | -0.6
O=C1NC(=O)C2(CCCCCCCCCCC2)N1 | 8.5 | 0.1 | 2.1 | -8.3 | -4.0 | 0.4 | -0.5 | 96.0 | -0.3 | -12.5
Brc1ccc(-c2noc3c2-c2nc(C4CCCCC4)sc2CC3)cc1 | -5.5 | 0.1 | -2.2 | -1.7 | -2.8 | -2.2 | -0.3 | 99.0 | -1.7 | 9.1
CCCCN(C(=O)Nc1ccc(Cl)cc1)C1CCN(C(C)=O)CC1 | 0.5 | -0.1 | -0.9 | 3.8 | -4.8 | -3.1 | 3.1 | 104.0 | -0.5 | 8.6
O=C(c1ccc2c(c1)OCO2)N(c1ccc(Br)cc1)C1C=CS(=O)(=O)C1 (stereo not drawn) | 3.0 | -0.2 | -1.8 | 2.2 | -1.9 | 1.4 | 3.3 | 99.0 | 0.9 | 4.7
COc1ccc(C(=O)Oc2cccc3cccnc23)cc1[N+](=O)[O-] | 3.8 | 1.4 | -0.1 | -14.6 | -3.0 | 1.7 | 1.4 | 97.0 | 0.7 | 0.1
Cc1c(C(=O)O)oc2c1C(O)CCC2 (stereo not drawn) | 1.7 | 0.0 | -0.8 | 0.0 | -4.7 | -0.8 | -1.2 | 90.0 | -3.1 | 5.3
Cc1cc(C)cc(NC(=O)N2CCCC2C(=O)Nc2ccc(-n3cnnn3)c(C)c2)c1 (stereo not drawn) | 5.0 | -0.3 | -3.3 | -1.9 | -4.0 | 4.1 | 5.6 | 103.0 | 6.4 | -0.3
Cc1cc(C)cc(NC(=O)CSc2ccc(-c3ccccn3)nn2)c1 | 3.7 | 0.6 | 3.4 | 3.7 | 67.4* | -1.5 | -7.1 | 94.0 | -0.1 | 18.3
O=C1[C@H]2[C@@H]3CCN1CCC[C@@H]2C=C[C@@H]3c1ccc(Br)cc1 | -3.6 | -0.1 | · | -4.6 | · | -2.0 | · | 103.0 | -1.1 | ·
Cc1cccc(Nc2nnc(SCC(=O)N(C)C3CCS(=O)(=O)C3)s2)c1C (stereo not drawn) | 4.3 | -0.2 | 0.4 | -5.9 | 4.8 | -0.8 | -0.7 | 99.0 | 5.1 | 17.6
COc1ccc(-c2ccccc2)cc1NC(=O)C1(C)CCN1C(=O)C(C)C (stereo not drawn) | -5.4 | -0.2 | 0.4 | 5.3 | 1.6 | -5.4 | 1.1 | 97.0 | 3.8 | 3.2
CN(C)S(=O)(=O)Nc1cc(F)cc(F)c1 | 0.0 | -0.5 | -1.6 | 2.3 | -3.4 | -6.0 | 0.7 | 100.0 | 2.2 | -3.7
CC(=O)OCC(=O)[C@@]1(O)[C@H](C)C[C@H]2[C@@H]3CCC4=CC(=O)C=C[C@]4(C)[C@@]3(F)[C@@H](O)C[C@@]21C | 2.1 | -0.2 | 1.0 | -3.5 | 6.7 | 0.0 | 2.7 | 103.0 | 2.6 | 4.6
O=C(NCCN1C(=O)C2C3C=CC(C3)C2C1=O)Nc1ccccc1 (stereo not drawn) | 1.5 | 0.0 | -0.8 | -6.5 | 12.6 | 4.0 | 2.6 | 101.0 | -1.1 | 0.9
